FadD28 FP inh – blocks FadD28 binding to the bisubstrate probe; fluorescence polarization; inhibition, % at 12.5 µM; 360,000 compounds, 0.22% hits; AID 588549; in the data active = inhibition above about 8.5%, passing the limit was not always enough; inconclusive = no clear call, values can overlap the other calls
BoNT-F LC inh – blocks Botulinum neurotoxin F light chain protease; Multiplex microsphere protease cleavage assay, flow cytometry; inhibition, % at 10 µM; 360,000 compounds, 0.22% hits; AID 588497; in the data active = inhibition above about 35%, passing the limit was not always enough; inconclusive = no clear call, values can overlap the other calls; note: plate controls were buffer without enzyme for full effect and enzyme alone for no effect
PrPC TRFRET – reduces human prion protein on the cell surface. inhibition, % at 13.8 µM. AID 720596. 370,000 compounds, 0.43% hits. P04156. cell surface PrPC, TR-FRET read-out; in the data active = inhibition above about 24%; note: 0% = median of the test wells and 100% = reference compound wells
BoNT A protease – inhibitors of Botulinum neurotoxin A light chain protease. multiplex microsphere protease substrate cleavage, flow cytometry. inhibition, % at 10 µM. 360,000 compounds, 0.17% hits. AID 588499; note: plate controls were buffer without enzyme for full effect and enzyme alone for no effect
Yp Topo-I inh – inhibitors of Yersinia pestis topoisomerase I | Y. pestis Topo-I cleavage product accumulation, plate reader | 360,000 compounds, 0.064% hits | AID 504884 | activity, % at 10 µM; in the data active = activity above about 50%, passing the limit was not always enough; inconclusive = no clear call, values can overlap the other calls; note: inactives centre near 2
Anthrax LF prot – blocks Bacillus anthracis lethal factor protease; multiplex microsphere protease cleavage assay, LF; P15917; inhibition, % at 10 µM; AID 588501; 360,000 compounds, 0.12% hits; note: plate controls were buffer without enzyme for full effect and enzyme alone for no effect
PfHsp40 yeast – restores yeast growth despite PfHsp40 toxicity; S. cerevisiae expressing PfHsp40, growth rescue, ATP luminescence; growth rescue, % at 12.5 µM; 340,000 compounds, 0.68% hits; in the data active = growth rescue above about 28%, passing the limit was not always enough; inconclusive = no clear call, values can overlap the other calls;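 note: yeast W303a lacking pdr1 and pdr3 grown in galactose medium; growth measured after three days at 30 °C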
CCHF vOTU inh – CCHFV vOTU protease inhibition | Pep-AMC fluorescence | 370,000 compounds, 0.55% hits | inhibition, % at 11.5 µM; in the data active = inhibition above about 30%; note: 0% = vehicle wells with enzyme and 100% = no enzyme wells
TcdB GH inh – inhibitors of Clostridioides difficile toxin B glycohydrolase. P18177. TcdB glycohydrolase enzymatic assay, plate reader. inhibition, % at 9.99 µM. 350,000 compounds, 0.24% hits; in the data active = inhibition above about 10%
Numbers without * were called inactive; ? = inconclusive; nt = no result given. Cut-off read from the data, not from the text of the source, unless noted: active = inhibition above about 30%; inconclusive = no clear call, values can overlap the other calls; inactive = below that.

SMILES | FadD28 FP inh | BoNT-F LC inh | PrPC TRFRET | BoNT A protease | Yp Topo-I inh | Anthrax LF prot | PfHsp40 yeast | CCHF vOTU inh | TcdB GH inh
CC(C)CC(=O)Nc1sc2c(c1C(=O)O)CCCCC2 | 1.1 | -6 | 7 | -0.6 | 9 | 1 | -1.3 | 5 | 0.7
Cc1ccccc1NC(=O)NC1CCS(=O)(=O)C1 (stereo not given) | -3.1 | -4 | 3 | -0.3 | -5 | 16 | 1.0 | 0 | 1.1
Cc1cc(C)n2nc(C(=O)OCC(=O)c3ccccc3Cl)nc2n1 | nt | 3 | 3 | 1.7 | -1 | 1 | 1.1 | -8 | 0.9
CCCCNC(=O)c1ccccc1SCC(=O)NC1CCCCCCC1 | -0.2 | 0 | 1 | 0.2 | 26 | -3 | 0.3 | 10 | 0.8
CC1CCN(c2ccc([N+](=O)[O-])cn2)CC1 | 0.3 | -17 | 3 | -0.6 | -3 | 1 | 0.3 | -4 | nt
NC(=O)CN1C(=O)/C(=c2\sc3nc(=O)c(Cc4ccccc4)nn3c2=O)c2ccccc21 | 0.8 | 1 | -12 | 0.3 | 2 | -2 | nt | 8 | 4.5
CSc1nnc(NC(=O)c2cc3ccccc3oc2=O)s1 | -2.5 | -1 | 6 | -0.3 | -4 | -2 | 0.6 | 1 | 1.4
C(#Cc1ccc(C#CCN2CCOCC2)cc1)CN1CCOCC1 | -0.4 | -3 | -6 | -2.2 | 9 | -2 | 0.0 | -5 | nt
Cc1ccsc1C(=O)N1CC=C(c2ccccc2)CC1 | 0.9 | 8 | 5 | 0.2 | 11 | -2 | 1.0 | 1 | 1.6
COc1cc(/C=C/CNC[C@H]2O[C@@H](n3cnc(C(N)=O)n3)[C@H](O)[C@@H]2O)ccc1O | -0.4 | -7 | -12 | -0.9 | 2 | -8 | 0.3 | 5 | 1.9
CC(=O)c1ccc(N(CC(=O)NC2CCCCC2)C(=O)CNC(=O)c2cccs2)cc1 | 1.7 | 5 | -6 | 1.4 | -5 | 2 | 0.0 | 8 | 1.8
CCOc1ccc(CCNC(=O)COC(=O)c2ccncc2)cc1OCC | -1.5 | nt | -4 | nt | -1 | nt | -0.7 | 3 | 0.6
CCN(CC)c1ccc(C2NCC(c3ccc([N+](=O)[O-])cc3)O2)cc1 (stereo not given) | -3.9 | -2 | 3 | 0.0 | -6 | -6 | 0.0 | 5 | nt
CC(=O)OCc1ccccc1Sc1ccccc1C(=O)NCc1ccccc1 | -5.3 | 3 | 6 | -0.8 | 20 | 3 | 1.1 | -5 | 2.4
CCN1C(=O)C(CC(=O)Nc2ccc(OC)cc2)N(Cc2ccc(OC)c(OC)c2)C1=S (stereo not given) | -2.5 | -24 | -3 | -5.4 | 4 | -25 | nt | 13 | 0.2
Cc1ccc(S(=O)(=O)N2CCN(C(=O)c3ccc([N+](=O)[O-])cc3)C2)cc1 | -2.7 | 0 | -36 | -0.3 | 3 | -1 | -1.7 | -4 | 0.9
CN(CC(=O)Nc1ccccc1Cl)C(=O)c1cc(-c2cccs2)nn1-c1ccccc1 | 1.1 | 6 | 6 | 11 | 18 | 0 | 0.4 | -1 | 0.3
COc1ccc(C(C)=O)cc1CC1(C)C(=O)Nc2ccc(-c3cccc(C(F)(F)F)c3)cc21 (stereo not given) | -2.4 | 4 | 12 | 0.4 | 0 | 4 | nt | 21 | 0.2
COc1ccc(Cl)cc1NC(=O)CN(C)C(=O)Cn1c(=O)oc2ccccc21 | -2.2 | ? | 1 | ? | 6 | ? | -1.2 | -2 | -0.1
CN(C)c1ccc(NC(=O)c2ccc3c(c2)nnn3C)cc1 | -1.8 | -9 | 3 | 0.8 | -2 | -2 | -1.9 | 18 | -0.1
CCOC(=O)c1c(NC(=O)CN2C(=O)NC3(CCCCC3C)C2=O)sc(C(=O)N(C)C)c1C (stereo not given) | -3.0 | 4 | -6 | 2.0 | 8 | -1 | -1.5 | 2 | -1.0
CCOC(=O)N1CCN(Cc2nc(Cc3cccc(C(F)(F)F)c3)no2)CC1 | -2.7 | -3 | -8 | 0.1 | 6 | -6 | 2.3 | 2 | 1.4
C/C(=N\Nc1nc(N)cc(Cl)n1)c1cccc([N+](=O)[O-])c1 | -0.4 | 1 | -9 | -0.7 | 1 | 1 | 1.1 | -6 | nt
COc1ccc2c(=O)c(C(=O)NCCc3ccccc3)c[nH]c2c1 | -2.5 | ? | -1 | -3.7 | 10 | 2 | 0.5 | 5 | 1.9
Cc1ccc(C(=O)OCn2nnc3ccccc3c2=O)cc1[N+](=O)[O-] | -0.3 | -3 | -6 | -1.0 | 16 | -9 | -0.8 | 4 | 0.3
O=c1c2ccccc2nc(-c2ccc([N+](=O)[O-])cc2)n1O | -2.7 | -4 | -6 | -0.5 | -13 | -4 | 30* | -10 | 0.9
O=S(=O)(c1ccc(Nc2ccc3c(c2)OCO3)nc1)N1CCOCC1 | -0.4 | 4 | 6 | 0.4 | 4 | -5 | -1.0 | 5 | nt
CC1CCN(C(=S)NCCc2ccccc2)CC1 | -0.9 | 9 | 9 | 0.1 | 8 | -3 | 0.6 | 9 | nt
CCOc1ccccc1NC(=S)NCc1cccn1C | -1.4 | -6 | 4 | 1.0 | 2 | 5 | -2.1 | 0 | -0.8
Cc1ccccc1Cc1c(C)nc2nc(SCC(=O)N3CCC4(CC3)OCCO4)nn2c1C | -0.7 | 23 | -4 | 3.0 | 25 | 8 | -0.3 | -5 | nt
CN(C(=O)COC(=O)/C=C/c1ccc2ccccc2n1)C1CCS(=O)(=O)C1 (stereo not given) | -3.3 | -2 | -5 | 0.7 | -8 | 1 | -1.0 | -6 | 1.5
Cc1ccccc1N1CCN(C2CCCN(C(=O)c3ccc(Cl)s3)C2)CC1 (stereo not given) | -0.5 | -1 | -8 | -2.8 | 3 | 1 | -0.3 | -5 | 0.8
COc1ccc(NC(=O)C[C@H]2C(=O)N(Cc3ccccc3)C[C@@H]2CSC)cc1 | -1.3 | -4 | -2 | 0.2 | 20 | -1 | nt | -6 | 1.7
CC1=CC(C2CC(=O)N(c3ccc(C)cc3)C2=O)CC2C(=O)N(c3ccc(C)cc3)C(=O)C12 (stereo not given) | -2.6 | -4 | 1 | -1.6 | -11 | -4 | 0.5 | 16 | -0.3
CS(=O)(=O)N1CCc2cc(S(=O)(=O)N3CCN(Cc4ccc5c(c4)OCO5)CC3)ccc21 | -0.2 | -6 | -6 | -1.1 | 10 | -4 | 0.0 | 13 | nt
Cc1nn(C)c(Cl)c1CN1CCCC(C(=O)Nc2ccc(-c3cscn3)cc2)C1 (stereo not given) | -1.8 | nt | -5 | nt | 12 | nt | -1.9 | 18 | 1.9
O=C(NCCc1ccccc1)C(=O)NCC1OCCCN1S(=O)(=O)c1ccc(F)cc1 (stereo not given) | -4.4 | -7 | 9 | -1.5 | 16 | 3 | -1.0 | -6 | 0.7
Nc1nc(N)c2cc(S(=O)(=O)c3cccc(C(F)(F)F)c3)ccc2n1 | -3.8 | 0 | 5 | -0.6 | -8 | 1 | nt | 3 | 1.2
O=C(CSCCN1C(=O)c2ccccc2C1=O)Nc1ccc2ccccc2c1 | -1.1 | -1 | 9 | -1.4 | -2 | -1 | 7.9 | -8 | nt
O=C1NC(=O)/C(=C\c2ccc(OCc3ccccc3)cc2)S1 | 0.7 | ? | 6 | -0.9 | 8 | -4 | -1.4 | 9 | 0.8
Cc1ccc2c(CSc3nc4nc(C)cc(C)n4n3)cc(=O)oc2c1 | -0.8 | 0 | 0 | -0.3 | 0 | 3 | -1.6 | 0 | nt
CC(C)CC(=O)c1c[nH]c(C(=O)NCc2ccc(F)cc2)c1 | -2.8 | 3 | 12 | 0.4 | 2 | -8 | 0.5 | 9 | 0.6
CCCCn1nnnc1C1(C)CCC(=O)N1CCOc1ccccc1 (stereo not given) | nt | -4 | -3 | -0.5 | nt | -6 | nt | 3 | 1.4
C=CCn1c(O)c(C=Nc2ccc(CN3CCCCC3)cc2)c(=O)[nH]c1=S | -3.7 | 6 | 0 | 0.4 | 7 | -4 | nt | -11 | 1.2
COc1ccc(S(=O)(=O)Nc2ncccn2)cc1 | -0.9 | 0 | 1 | -2.0 | -1 | -2 | -0.3 | -8 | -0.1
CCn1c(SCC(=O)NC2(C#N)CCCCC2)nc2ccccc2c1=O | -4.9 | -3 | 0 | -5.1 | 5 | -1 | -1.3 | 4 | 2.9
O=C(O)Cc1ccc(NS(=O)(=O)c2ccccc2Cl)cc1 | 0.2 | 0 | 7 | 0.1 | 16 | -1 | -1.8 | -9 | 0.6
COC(=O)c1cc(-c2ccccc2)n(CC(=O)O)c1C | 0.8 | -1 | -7 | -1.4 | -5 | -2 | 0.4 | 5 | nt
Cc1noc(C)c1C(=O)N1CCN(c2ccccc2O)CC1 | -0.3 | -2 | -6 | -0.1 | -3 | 5 | 0.0 | 0 | 0.5
Cc1ccc(-c2nc(C(Cl)Cl)c3ccccc3n2)cc1 | 0.4 | -6 | -4 | -1.1 | 3 | -2 | 0.9 | 3 | 0.7
CCCCCCCNC(=O)C1(CC2CC(c3cccc(Br)c3)=NO2)CCN(C(=O)OC(C)(C)C)CC1 (stereo not given) | -4.4 | -10 | 6 | -0.5 | 3 | -18 | -0.8 | 11 | -0.8
Cc1ccc(Cc2c(-c3ccc(C)cc3)nc3cc(C)ccn23)cc1 | -4.8 | -1 | -8 | -0.5 | 30 | 0 | nt | -4 | 0.4
COc1cccc(CC(NC(C)=O)C(=O)NC2CCN(c3c(Cc4ccccc4)c(C)nc4ncnn34)CC2)c1OC (stereo not given) | -2.2 | 12 | 5 | 0.8 | -7 | 0 | -0.1 | 9 | nt
COc1ccc2c(c1)[C@H]1[C@H](CO2)[C@H](c2ccccc2)[C@]2(C)C(=O)N[C@H](C)C(=O)N12 | -1.4 | -6 | 2 | 0.5 | 1 | -5 | 0.0 | 14 | -3.7
CCC(C)(C)NC(=O)CN(C(=O)C(=O)Nc1ccc2c(c1)OCCO2)C1CC1 | 0.9 | -3 | 6 | -1.5 | 6 | 15 | 0.1 | 4 | 0.1
COc1cccc(NC(=O)c2ccc3c(c2)CCN3S(C)(=O)=O)c1 | -2.1 | 2 | -2 | 2.8 | 1 | -5 | 0.1 | -3 | 2.9
CCCC(=O)Nc1nc2c(s1)COc1ccccc1-2 | -1.7 | 4 | -1 | -0.1 | -3 | 0 | -0.5 | 6 | 0.3
COc1ccccc1NC(=O)CN(Cc1ccco1)C(=O)c1ccc(=O)[nH]c1 | 0.6 | 5 | 2 | 1.2 | -3 | -4 | 1.4 | 1 | -0.4
CCOc1c(CNCc2ccc(C(=O)O)cc2)cccc1OC | -0.5 | -7 | -1 | -0.8 | 5 | -7 | -2.0 | -11 | -0.8
O=C(N/N=C/c1cccc([N+](=O)[O-])c1)C1CC(=O)N(c2ccc(Br)cc2)C1 (stereo not given) | -3.9 | 6 | -2 | 0.6 | -4 | -4 | -1.4 | -5 | -4.8
COC(=O)c1cc(-c2cccc([N+](=O)[O-])c2)c2c(=O)[nH]c(=O)n(C)c2n1 | 0.4 | 32 | -3 | 0.8 | -8 | 28 | -0.5 | -14 | 0.7

Some of the entries so far, as labelled records.
CCC(C)(C)NC(=O)CN(C(=O)C(=O)Nc1ccc2c(c1)OCCO2)C1CC1
  FadD28 FP inh: 0.9
  BoNT-F LC inh: -3
  PrPC TRFRET: 6
  BoNT A protease: -1.5
  Yp Topo-I inh: 6
  Anthrax LF prot: 15
  PfHsp40 yeast: 0.1
  CCHF vOTU inh: 4
  TcdB GH inh: 0.1

Cc1noc(C)c1C(=O)N1CCN(c2ccccc2O)CC1
  FadD28 FP inh: -0.3
  BoNT-F LC inh: -2
  PrPC TRFRET: -6
  BoNT A protease: -0.1
  Yp Topo-I inh: -3
  Anthrax LF prot: 5
  PfHsp40 yeast: 0.0
  CCHF vOTU inh: 0
  TcdB GH inh: 0.5

COc1ccccc1NC(=O)CN(Cc1ccco1)C(=O)c1ccc(=O)[nH]c1
  FadD28 FP inh: 0.6
  BoNT-F LC inh: 5
  PrPC TRFRET: 2
  BoNT A protease: 1.2
  Yp Topo-I inh: -3
  Anthrax LF prot: -4
  PfHsp40 yeast: 1.4
  CCHF vOTU inh: 1
  TcdB GH inh: -0.4

CCOc1c(CNCc2ccc(C(=O)O)cc2)cccc1OC
  FadD28 FP inh: -0.5
  BoNT-F LC inh: -7
  PrPC TRFRET: -1
  BoNT A protease: -0.8
  Yp Topo-I inh: 5
  Anthrax LF prot: -7
  PfHsp40 yeast: -2.0
  CCHF vOTU inh: -11
  TcdB GH inh: -0.8
